Compound activity: PubChem, Sanford-Burnham Center for Chemical Genomics
SENP6 block – SENP6 protease inhibitors, primary screen, biochemical, luminescence, uHTS | Sentrin-specific protease 6 (Homo sapiens), Q9GZR1 | Recombinant SENP6 catalytic domain, aminoluciferin luminescence | inhibition, % at 10 µM | hit rate 1.8% among 330,000;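 active = inhibition above about 50% at the single tested dose, limit read from the data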;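 note: plate controls were DMSO wells with enzyme for no effect and DMSO wells lacking enzyme for full effect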
A3G deaminase – APOBEC3G DNA deaminase inhibitors, primary screen, biochemical, fluorescence, single-stranded DNA substrate, uHTS; DNA dC->dU-editing enzyme APOBEC-3G (Homo sapiens), Q9HC16; recombinant A3G, ssDNA deamination FAM/TAMRA fluorescence; inhibition, % at 20 µM; hit rate 0.28% among 330,000;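 active = inhibition of at least 40% at 20 µM, with no more than 30% in the related APOBEC3A deaminase screen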;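 note: plate controls were DMSO wells with A3G for no effect and wells lacking A3G enzyme for full effect; some compounds called inactive have numbers as strong as hits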
Target sequence (Q9HC16 whole entry, looked up): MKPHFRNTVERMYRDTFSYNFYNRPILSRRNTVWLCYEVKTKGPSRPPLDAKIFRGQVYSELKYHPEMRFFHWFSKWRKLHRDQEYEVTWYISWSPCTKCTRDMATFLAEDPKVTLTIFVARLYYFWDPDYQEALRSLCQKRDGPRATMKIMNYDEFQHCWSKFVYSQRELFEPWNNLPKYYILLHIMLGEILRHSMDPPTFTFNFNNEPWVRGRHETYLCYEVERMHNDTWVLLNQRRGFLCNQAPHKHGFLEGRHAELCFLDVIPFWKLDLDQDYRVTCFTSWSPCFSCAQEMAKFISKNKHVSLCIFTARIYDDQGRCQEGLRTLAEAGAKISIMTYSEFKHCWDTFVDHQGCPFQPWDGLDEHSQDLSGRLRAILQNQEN
SENP7 inh – SENP7 protease inhibitors, primary screen, biochemical, luminescence, uHTS. AID 434973, 2010. hit rate 1.5% among 330,000. recombinant SENP7, Z-RLRGG-aminoluciferin luminescence, 40 min. Sentrin-specific protease 7 (Homo sapiens), Q9BQF6. inhibition, % at 5 µM;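 active = inhibition above about 50% at the single test dose, limit read from the data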;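 note: plate controls were DMSO with enzyme for no effect and no enzyme buffer wells for full effect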
SENP8 block-1 – human SENP8 protease inhibitors, primary screen, biochemical, fluorescence, Nedd8 protein substrate, uHTS. hit rate 0.64% among 360,000. AID 602440, 2012. Sentrin-specific protease 8 (Homo sapiens), Q96LD8. recombinant SENP8. inhibition, % at 20 µM; in the data active = inhibition mostly above about 40%, no sharp cut-off; inactive = mostly below about 27%
Target sequence (Q96LD8 whole entry, looked up): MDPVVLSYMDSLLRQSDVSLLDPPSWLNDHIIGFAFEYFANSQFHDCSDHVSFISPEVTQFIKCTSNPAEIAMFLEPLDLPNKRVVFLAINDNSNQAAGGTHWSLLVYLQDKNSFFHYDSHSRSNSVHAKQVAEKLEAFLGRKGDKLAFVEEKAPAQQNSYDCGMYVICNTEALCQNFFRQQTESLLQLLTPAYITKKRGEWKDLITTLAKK
SENP1 inh – human SENP1 catalytic domain inhibitors, primary screen, biochemical, FRET, uHTS; AID 624204, 2012; recombinant SENP1 catalytic domain, CyPet-SUMO1-YPet FRET cleavage; inhibition, % at 10 µM; hit rate 0.21% among 360,000; Sentrin-specific protease 1 (Homo sapiens), Q9P0U3;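 active = inhibition at least 30% at 10 µM, raw YFP signal under a set limit, fluorescence ratio 0.5 to 1.5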;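 note: 0% = enzyme with DMSO and 100% = no enzyme wells; some results filed as inactive read as strong as hits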
Target sequence (Q9P0U3 419-644 limits assumed): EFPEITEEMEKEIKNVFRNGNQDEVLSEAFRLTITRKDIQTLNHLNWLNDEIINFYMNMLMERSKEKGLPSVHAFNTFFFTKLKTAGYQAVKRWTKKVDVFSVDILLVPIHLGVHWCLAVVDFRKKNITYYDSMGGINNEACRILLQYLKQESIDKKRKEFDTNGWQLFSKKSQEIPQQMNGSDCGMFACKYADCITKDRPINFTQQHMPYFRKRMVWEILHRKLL
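Controls: no-enzyme wells low, DMSO-plus-enzyme wells high control. Test system: human recombinant His6-tagged SENP1 catalytic domain enzyme. Reagent: SFCypet-SUMO1-SFYpet FRET protein substrate, 25 nM final. Doses: one dose per compound, 10 µM, 0.5% DMSO. Detection: FRET, CFP and YFP emission. Timing: 50 min reaction at room temperature.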
UBC13 polyUb – UBC13 polyubiquitin chain formation inhibitors, primary screen, biochemical, TR-FRET, uHTS | inhibition, % at 20 µM | hit rate 0.47% among 330,000 | AID 485273, 2010; in the data active = inhibition above about 45%, passing the limit was not always enough
Target sequence (P61088 whole entry, looked up): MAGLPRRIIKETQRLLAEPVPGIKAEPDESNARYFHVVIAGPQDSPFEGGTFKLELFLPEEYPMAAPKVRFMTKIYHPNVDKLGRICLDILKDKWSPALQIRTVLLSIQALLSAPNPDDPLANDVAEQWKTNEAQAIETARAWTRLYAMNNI
Apaf1 inhib – inhibitors of human Apaf-1 apoptosome, primary screen, biochemical, DEVD-Rh110 fluorescence, uHTS | Apoptotic protease-activating factor 1 (Homo sapiens), O14727 | inhibition, % at 20 µM | hit rate 0.71% among 330,000 | AID 489030, 2010 | reconstituted apoptosome caspase-3 activity; active = inhibition of at least 40% at 20 µM;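 note: plate controls were DMSO wells for no effect and DEVD-CHO caspase inhibitor wells for full effect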
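System – cell-free apoptosome with Apaf-1, procaspase-3 and caspase-9 · Buffer or medium – pH 7.5 Hepes buffer with CHAPS, BSA, DTT · Also added – cytochrome c with DEVD-Rh110 · Times – 30 min compound preincubation, 50 min activation, room temperature · Technique – Rh110 fluorescence intensity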
SENP8 block-2 – SENP8 protease inhibitors, primary screen, biochemical, luminescence; purified SENP8, Z-RLRGG-aminoluciferin cleavage; inhibition, % at 10 µM; hit rate 1.2% among 330,000; AID 2540, 2010; in the data active = inhibition above about 50%
An asterisk follows results filed as active; nt = no result given; & = joins results of further samples. The order is random (roughly 3.6% active in at least one column).

structure,SENP8 block-2,Apaf1 inhib,SENP6 block,UBC13 polyUb,SENP1 inh,SENP7 inh,A3G deaminase,SENP8 block-1
COc1ccc(CCNS(=O)(=O)c2cn(C)cn2)cc1OC,-1.9,-15.8,-1.1,6.2,2.5,-0.5,-7.6,13.7
Cc1ccc(C)c(NC(=O)CSc2nnc3n2CCCCC3)c1,-1.7,-8.4,-13.3,7.5,1.6,-8.7,-5.1,6.3
Fc1ccc(C2CCCCN2Cc2nc(CC3CC3)no2)cc1 (stereo unspecified),-9.5,13.0,-5.0,-28.7,0.5,-2.2,-4.5,16.5
COc1cccc2sc(N(CCN(C)C)C(=O)c3ccc4c(c3)CCCC4)nc12,8.8,50.0*,-11.3,-1.5,0.1,-10.2,3.7,9.7
COC(CN1CCc2c(C)nc3c(C#N)cnn3c21)OC,-2.0,-19.7,8.7,17.0,-9.3,-2.8,-6.7,-426.2
CCNC(=S)/N=C(/Nc1ccccc1)Nc1nc(C)cc(C)n1,-7.4,14.3,-48.8,5.8,-4.2,-9.7,-4.0,22.0
O=C(CN1CCN(Cc2ccccc2F)C1=O)NCc1ccco1,-5.8,18.7,-8.7,-3.2,-3.7,-15.4,-1.0,3.2
CC1SC(=NC(=O)C(C)N2C(=O)c3ccccc3C2=O)NC1=O (stereo unspecified),-7.5,-7.9,-14.4,2.7,-2.6,-0.8,-6.6,26.5
CC1(C)CC(=O)C=C(Nc2ccccn2)C1,-3.7,-1.9,1.7,0.2,0.7,0.4,-1.5,4.7
COc1ccc(C(=O)NCC2OCCc3ccccc32)c(O)c1 (stereo unspecified),-17.1,6.7,-9.8,-4.1,0.5,-10.3,-5.3,-11.3
CC(C)C(c1nnnn1Cc1cccs1)N1CCN(C(=O)c2ccco2)CC1 (stereo unspecified),-0.3,-3.4,0.9,0.7,1.5,4.8,-3.8,11.0
Cc1ccc2nsnc2c1NC(=O)c1cccnc1Cl,-8.9,-2.4,-5.2,-6.5,2.0,0.1,-4.4,-34.0
O=C(N/C(=C/c1ccc(Br)cc1)C(=O)N1CCCCC1)c1ccccc1F,-4.7,13.0,4.8,6.4,1.2,-9.8,-3.4,-0.2
Cc1noc(/C=C/N(C)C)c1S(=O)(=O)N1CCCC(C(=O)N2CCc3ccccc32)C1 (stereo unspecified),12.9,3.4,-2.3,-7.9,-0.8,6.9,-5.1,-1.5
CCOC(=O)C1=C(C)NC(=O)NC1C(C)C (stereo unspecified),-9.3,-8.1,-31.0,13.8,0.9,-1.4,-11.4,13.1
COc1ccc(N2CCN(c3oc(COc4ccccc4)nc3C#N)CC2)cc1,-3.3,5.8,-3.4,5.0,0.6,-5.2,-3.1,10.3
c1ccc(CSCCc2ccncc2)cc1,-4.4,1.7,-6.2,5.5,2.3,-0.1,-3.2,24.9
CCCOc1ccccc1C(=O)N(Cc1cccc(Br)c1)C1CCS(=O)(=O)C1 (stereo unspecified),-3.5,6.9,-10.8,6.8,-0.8,4.2,-4.3,15.9
COc1cc2c(=O)n(CCC(=O)NCC3CCCO3)c(=O)n(CC(=O)Nc3ccc(C)cc3C)c2cc1OC (stereo unspecified),7.9,1.6,-12.4,-0.8,-0.3,5.9,-4.9,-151.4
CCN(CC)C(=O)CC1(c2ccccc2OC)CCOC(C(C)C)C1 (stereo unspecified),-10.8,6.6,-8.5,-10.5,0.7,-5.6,-6.0,4.0
O=C(CCS(=O)(=O)Cc1ccccc1F)NCc1ccccc1Cl,0.2,-28.2,-13.8,-0.2,1.4,-2.8,-6.8,4.5
CC1(C)Cc2nc3sc4c(SCC(=O)NCc5ccco5)ncnc4c3cc2CO1,-3.5,2.1,23.4,-10.7,-0.6,1.8,-4.7,-6.3
CS(=O)(=O)Nc1ccc(C(=O)NC2CCCCC2)cc1,-5.1,-1.0,-4.9,-2.3,0.5,1.8,-6.9,8.4
COC(=O)c1[nH]c2cccc(OC)c2c1NC(=O)CCN1CCC(C(N)=O)CC1,8.5,-1.4,-16.2,8.1,nt,0.8,-4.6,nt
O=C(Nc1ccc(S(=O)(=O)Nc2ncccn2)cc1)C1=COCCO1,-6.7,2.0,-12.1,-4.6,-16.9,12.9,-6.9,-42.3
COc1ccc(C2=NN(C(=O)CCC(=O)O)C(c3ccccc3OC)C2)cc1 (stereo unspecified),-12.4,-12.2,-4.8,6.7,-0.4,-5.6,-7.3,-42.9
CCCN(C1CCS(=O)(=O)C1)S(=O)(=O)c1ccc(F)cc1 (stereo unspecified),-9.9,-5.4,-8.1,1.4,-0.5,-7.9,-6.5,13.7
CCc1c(C)nc2nc(NC(C)=O)[nH]n2c1=O,-2.4,8.4,2.8,-7.5,1.8,-6.5,-4.0,7.4
Cc1c(C)c2c(OCC(=O)NC3CC3)cc3c(c2oc1=O)CCC(C)(C)O3,0.6,4.2,5.7,22.2,-2.7,-5.3,-3.6,-5.9
Nc1ncc(-c2nnnn2-c2ccc(Cl)cc2)c(-c2ccc(Cl)cc2)n1,-3.2,13.9,-22.6,11.8,0.8,9.0,-6.1,-53.3

By substructure: those above with a thiophene ring, fused or not
structure,SENP8 block-2,Apaf1 inhib,SENP6 block,UBC13 polyUb,SENP1 inh,SENP7 inh,A3G deaminase,SENP8 block-1
CC(C)C(c1nnnn1Cc1cccs1)N1CCN(C(=O)c2ccco2)CC1 (stereo unspecified),-0.3,-3.4,0.9,0.7,1.5,4.8,-3.8,11.0
CC1(C)Cc2nc3sc4c(SCC(=O)NCc5ccco5)ncnc4c3cc2CO1,-3.5,2.1,23.4,-10.7,-0.6,1.8,-4.7,-6.3

Complete entries, looked up by structure. Order of values: SENP8 block-2 | Apaf1 inhib | SENP6 block | UBC13 polyUb | SENP1 inh | SENP7 inh | A3G deaminase | SENP8 block-1
`Cc1c(C)c2c(OCC(=O)NC3CC3)cc3c(c2oc1=O)CCC(C)(C)O3` reads 0.6 | 4.2 | 5.7 | 22.2 | -2.7 | -5.3 | -3.6 | -5.9
`Cc1noc(/C=C/N(C)C)c1S(=O)(=O)N1CCCC(C(=O)N2CCc3ccccc32)C1` (stereo unspecified) reads 12.9 | 3.4 | -2.3 | -7.9 | -0.8 | 6.9 | -5.1 | -1.5

Next section
structure,SENP8 block-2,Apaf1 inhib,SENP6 block,UBC13 polyUb,SENP1 inh,SENP7 inh,A3G deaminase,SENP8 block-1
COC(=O)c1c(NC(=O)CC2SCC(C(=O)OC)NC2=O)sc2c1CCCC2 (stereo unspecified),-0.8,23.4,-1.7,-15.4,0.7,-3.5,-3.8,-35.4
CC1(c2cccc3ccccc23)NC(=O)N(CC(=O)NC2CCS(=O)(=O)C2)C1=O (stereo unspecified),-2.5,-2.4,13.6,15.6,2.8,-2.5,-8.4,14.5
Cc1cn2c(=O)c(C(=O)NCc3ccc4c(c3)OCO4)cnc2s1,11.2,3.9,-1.9,-5.5,-0.4,-8.9,-0.3,-41.0
Cc1cc2c(cc1S(=O)(=O)NCc1ccccc1)OCC(=O)N2,-12.5,10.9,1.4,1.2,0.9,5.7,1.9,10.8
COc1ccc(CN(C)C(=O)CSc2nnc(C3CC3)n2C2CC2)cc1,-5.7,-5.1,-14.1,-2.7,-0.4,-7.7,2.5,-4.1
COc1ccc(-c2noc(CCC(=O)N3CCC(c4cc(C)ccc4C)CC3)n2)cc1,nt,17.2,nt,nt,-0.6,-7.2,0.3,-6.3
CCOC(=O)N1CCN(C(=O)CN2C(=O)CC(C)(C)S(=O)(=O)c3ccccc32)CC1,-5.0,-23.2,-19.8,2.0,1.3,-3.6,-3.6,8.2
CCCCCC(C)NC(=O)c1cc(S(=O)(=O)N2CCCCC2)ccc1N1CCOCC1 (stereo unspecified),1.4,6.7,4.9,12.1,-1.9,-0.3,-4.0,-17.1
O=C(COc1ccc([N+](=O)[O-])cc1Cl)NCC1CCCO1 (stereo unspecified),0.4,3.3,-24.5,-4.0,3.2,7.1,6.3,9.7
C=CCNC(=O)C1CCN(C(=O)c2ccc(-c3ccccc3)cc2)CC1,-7.4,0.1,-11.2,0.6,1.8,-1.4,-8.8,9.3
Fc1ccc(C2CCNCC2COc2ccc3c(c2)OCO3)cc1 (stereo unspecified),-3.0,5.4,-18.9,17.0,1.4,6.2,-6.8,8.0
CC(C)[C@H](CO)N(Cc1cccc(F)c1)c1nc(Nc2cccc(Cl)c2)c2ncn(C(C)C)c2n1,-1.3,15.1,-5.1,-3.4,-7.9,6.7,-12.8,-177.0
CCC1NC(=O)c2ccccc2N1c1cccc(Cl)c1 (stereo unspecified),-4.3,17.5,-12.4,31.5,1.8,1.4,7.3,-426.8
CCN(C(=O)c1cc2c(=O)n3ccccc3nc2n1CCCOC)C1CCCCC1,-4.0,4.0,-10.8,9.5,-92.8,-11.6,-2.8,-332.2
CC(C)(C)c1ccc(C(=O)NCCC(=O)NCc2ccco2)cc1,-4.5,-13.0,-8.9,2.8,4.3,5.3,-4.9,16.2
COc1ccc(S(=O)(=O)n2nc(OC(=O)c3cccs3)cc2NC(=O)c2cccs2)cc1,-9.7,9.7,-23.6,-19.6,1.4,-6.1,-11.4,12.0
CCCN(CC(=O)Nc1ccc(C(C)=O)cc1)CC(=O)Nc1ccccc1C,-10.0,0.4,-16.2,-4.0,1.5,-9.3,-4.8,12.5
Cc1cc(C)n(-c2nc(N(C)C)nc(N(C)C)n2)n1,-3.5,-5.9,-8.7,4.3,-0.1,0.0,-6.8,14.2
CC1CC(C)CN(S(=O)(=O)c2cccc3nonc23)C1 (stereo unspecified),-5.4,2.0,-6.0,5.8,2.4,-7.0,-9.2,3.1
COc1ccc2oc(C(=O)OCC(=O)Nc3cccc(S(=O)(=O)N4CCOCC4)c3)c(C)c2c1,-11.8,18.5,-3.2,-2.3,-11.0,11.0,-1.7,-414.0
CS(=O)(=O)N1CCN(C(=O)c2ccc(-c3ccccc3)cc2)CC1,2.9,-6.1,1.2,-3.1,0.0,-1.3,-3.0,23.6
O=[N+]([O-])c1ccc(COP(=O)(O)OCc2ccc([N+](=O)[O-])cc2)cc1,-0.1,-6.1,1.8,-1.2,2.3&2.2,14.5,0.3,9.6&7.4
O=C(Nc1ccccc1Cl)c1ccc2nc(N3CCOCC3)sc2c1,-15.8,0.8,-5.5,6.4,4.0,-22.5,-11.5,-19.6
CCCN(C(=O)COC(=O)CNC(=O)c1ccc2ccccc2c1)c1c(N)n(Cc2ccccc2)c(=O)[nH]c1=O,0.1,9.0,16.5,-2.5,-3.7,2.2,-5.6,-5.9
CCOc1ccc(Br)cc1C1=CC(=O)C[C@H](c2ccc(OC)cc2)C1,-3.4,16.0,-1.9,8.6,3.2,-6.3,-5.5,9.1
O=C(Cn1c(-c2ccccc2)c[n+]2ccsc12)c1ccc(Br)cc1,-5.1,10.8,-13.9,3.0,2.4,11.1,-3.8,12.8
CCN(CC)C(=O)c1[nH]cnc1C(=O)Nc1ccccc1,7.7,-6.7,-29.1,18.8,2.4,-3.7,-11.7,19.1
CCOC(=O)CSC1=C(C#N)C(C)C2=C(CCCC2=O)N1 (stereo unspecified),2.3,8.8,-20.3,1.7,1.9,-0.7,1.2,4.8
Cc1cc(C)nc(Nc2n[nH]c(-c3ccccc3Br)n2)n1,-13.6,-5.1,-5.2,1.1,0.7,-4.5,-2.2,6.9
